eIF4E-4G inh – eIF4E/eIF4G interaction inhibition in translation initiation; inhibition, % at 21.7 µM; 0.37% of 220,000 active; P63073+Q04637; TR-FRET eIF4E-eIF4GI(517-606) binding, 2 h;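 active means inhibition above about 30%, limit read from the data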;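 further: 0% = full FRET control wells and 100% = background wells lacking eIF4GI fragment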
EBV gp42 block – blocks Epstein-Barr virus glycoprotein 42 binding; Fluorescence polarization binding assay, mP read-out; inhibition, % (tested at 21.74 µM); 0.42% of 220,000 active; AID 1085; in the data active means inhibition above about 50%
zVAD death inh – L929 zVAD cell death inhibition; L929 zVAD necroptosis rescue, ATP luminescence, 24 h; with zVAD 60 µM; viability rescue, % at 10 µM; 0.38% of 220,000 active; AID 1377;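 active means activation, scaled between plate controls, above about 75%, limit read from the data; inactive means activation under that limit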;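 further: 0% = zVAD with DMSO and 100% = DMSO alone without zVAD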
Rad51 HR inh – Rad51 (human) homologous recombination inhibition | hRad51 DNA strand exchange, fluorescence dequenching | Q06609 | 0.085% of 200,000 active | AID 1385 | inhibition, % at 10 µM;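 active means inhibition above 40% at the single screening dose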;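 further: 0% = DMSO control wells and 100% = blanks with heterologous ssDNA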
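Material: hRad51 filaments on single-stranded DNA; Reagent: Donor/quencher-labelled 47-bp dsDNA substrate; Compound: 10 µM final, single point; Schedule: 37 °C 15-min filament assembly, 30-min compound preincubation, 15-min exchange; Technique: FRET fluorescence, excitation 485 nm, emission 520 nm; Benchmarks: control wells and blank wells on each plate.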
TNF necrop inh – blocks TNF-alpha induced death of Jurkat FADD-/- cells; activation (protection from cell death), % at 10 µM; AID 463075; Jurkat FADD-/- TNF necroptosis rescue, ATP luminescence, 24 h; 0 = TNF only, 100 = no-TNF cells; 0.068% of 220,000 active;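 active means activation, meaning protection from cell death, of at least 50% relative to plate controls; inactive means activation below 50%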;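 further: necroptosis triggered by 40 ng/mL TNF-alpha added together with compound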
m-calpain inh – blocks pig calpain II enzyme activity; inhibition, % at 16 µM; purified calpain II, fluorogenic peptide substrate, 30 min; 0.37% of 220,000 active;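 active means inhibition above about 50%, limit read from the data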
Cl transport mod – modulates chloride dependent transport by human KCC2; AID 1456; KCC2 cells, thallium flux FluoZin-2 fluorescence; B-score of Tl+ flux slope (higher = more flux/activation; lower = inhibition) at 10 µM; Q9H2X9; 2.2% of 190,000 active;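 active means thallium flux slope and its plate-corrected score both differing from the plate sample mean at a set confidence after two filtering rounds, in either direction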;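 further: slope of fluorescence scaled to starting intensity during 10 to 20 s after thallium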
Mdm2 ligase inh – inhibitors of human Mdm2 E3 ubiquitin ligase. 0.11% of 210,000 active. cell-based MDM2 ubiquitination luciferase reporter, 2 h; 0 = plate control, 100 = twice control, blank-subtracted. signal enhancement, % at 5 µM. Q00987;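 active means signal enhancement of 30% or more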;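 further: luminescence tracks abundance of the self-degrading MDM2-luciferase fusion protein; higher signal means inhibition of MDM2 E3 ligase activity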
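Assay system: stable mammalian line carrying autodegrading MDM2–luciferase fusion reporter; amount: 2000 cells seeded into each well; buffer or medium: DMEM; benchmarks: plate control and blank wells; signal: luciferase luminescence; timing: 2 h compound exposure at 37 °C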
PERK inh – blocks human PERK kinase | Q9NZJ5 | CHO PERK-DD fusion, SEAP luminescence translation reporter | inhibition, % at 5.6 µM | 0.17% of 220,000 active;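 active means inhibition above the mean inhibition of all tested compounds plus 3 SD, set separately per screening campaign, cut at about 2.9% in these data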;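 further: PERK kinase domain activated by AP20187 dimerizer at 100 nM; 0% = DMSO with dimerizer and 100% = rapamycin at 8.4 µM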
Active calls of the source: *; x = not tested or not shown; [ ] = another dose, or the depositor's remark.

SMILES	eIF4E-4G inh	EBV gp42 block	zVAD death inh	Rad51 HR inh	TNF necrop inh	m-calpain inh	Cl transport mod	Mdm2 ligase inh	PERK inh
Cc1ccc(/C=C/S(=O)(=O)NCC(=O)O)cc1	2	-23	0.1	-7	0.0	3	-0.91	-3	1.2
C=CCn1c(C)cc(C(=O)CN2NS(=O)(=O)c3ccccc3C2=O)c1C	2	-13	-0.1	-18	-9.2	-32	0.11	-27	-0.4
O=C(Nc1cccnc1)OC1CCCCC1	-2	-1	1.3	2	0.1	26	1	-13	0.0
COc1ccc2c(c1)[nH]c(=O)c1sc3ccccc3c12	-7	-16	1.7	x	-1.4	-117	-0.059	-19	-0.7
COC(C#CCCN(C)C)(c1ccccc1)c1ccccc1	4	1	-0.3	0	2.2	-9	-0.35	3	-0.2
CSCC[C@H](NC(=O)c1nn(C)c(=O)c2ccccc12)c1nc2ccccc2[nH]1	-4	-10	0.5	10	0.7	14	0.025	-4	-0.8
O=C(Nc1cccc(-c2cn3ccccc3n2)c1)c1cnccn1	8	-23	0.4	-5	-0.4	-2	0.076	-49	-1.0
COc1cccc(NC(=O)c2ncc(Cl)c(Cl)c2Cl)c1	1	-8	4.3	7	-6.8	-8	-0.66	-25	-1.0
COC(=O)Nc1ncc(CN2CCCCC2)s1	2	-26	0.6	x	1.3	7	x	-12	-0.6
CCOC(=O)C1=C(CSc2nc3c(cc2C#N)CN(C)CC3)OC(N)=C(C#N)C1c1ccc(Cl)cc1 (centres undefined)	-3[fluorescence artefact?]	-15	0.4	-11	-1.6	-116	-1	-4	0.0
CCN1CCCC1CN(Cc1cc2ccc(C)cc2[nH]c1=O)C(=S)Nc1ccc(OC)cc1OC (centres undefined)	-1	-12	-0.5	2	4.3	-13	-3.5	-2	-0.3
C[C@@H](C(=O)Nc1ccc2ccccc2c1)[C@H]1C[C@]1(C)[C@H](NS(=O)(=O)c1ccccc1)c1ccccc1	4	-6	0.7	3	1.5	-26	-0.52	x	-0.2
COc1cccc(NC(=S)N(CCN(C)C)Cc2cccs2)c1	-1	-13	-0.1	0	1.5	15	0.8	0	0.4
O=C(c1cc2sccc2n1Cc1ccccc1)N1CCCc2ccccc21	12	-4	-0.6	-6	-0.2	4	-1.1	-6	-1.2
O=[N+]([O-])c1ccc(O)c(/C=N/Nc2ccccn2)c1	7[fluorescence artefact?]	5	69	15	-11	33	-0.017	-22	-0.1
CC1CN(C(=S)NC(=O)C2CCCCC2)CC(C)O1 (centres undefined)	0	-11	0.1	-4	2.5	-4	0.56	-3	1.0
CC(C)(C)C(=O)Nc1ccccc1C(=O)Nc1cc(Cl)ccc1Cl	5	-1	-0.2	1	-2.1	1	-1.7	-9	-0.1
CC(=O)Nc1nnc(SCc2cccc(F)c2)s1	0	-19	-0.1	x	4.3	14	-0.066	-1	0.2
Cc1ccc(C(=O)N2NC(c3ccc(F)cc3)C3C(=O)N(c4ccc(C)cc4)C(=O)C32)cc1 (centres undefined)	-3	0	3.5	x	0.4	-25	0.18	x	0.9
Cc1ccc(C(NC(=O)C2CCCCC2)c2c(O)ccc3ccccc23)cc1 (centres undefined)	5[fluorescence artefact?]	60*	0.9	-378	4.4	-28	0.15	-9	-0.1
c1cnc2c(SCc3ccc(-c4nnco4)cc3)cccc2c1	-5	-7	-0.1	-3	-0.7	-221	-5.7*	-6	-1.3
COC(=O)CN1C(=O)CC(C)(C)Sc2ccccc21	2[fluorescence artefact?]	-3	x	x	-0.7	-16	-0.013	x	0.9
COCCN1Cc2cccc(C(=O)NC3CCCCCC3)c2C1=O	-1	2	x	x	1.2	23	0.092	-3	-1.1
CCOC(=O)C1(Cc2ccccc2C(F)(F)F)CCN(C(=O)c2cc(C(C)=O)n[nH]2)CC1	-1	-7	0.1	-2	1.2	-30	0.41	10	-0.3
CCOc1ccccc1NC(=S)N1CCN(c2nc(-c3cccc(OC)c3)cs2)CC1	-3	-9	1.8	1	1.8	17	-0.76	-4	-0.8
SMILES	eIF4E-4G inh	EBV gp42 block	zVAD death inh	Rad51 HR inh	TNF necrop inh	m-calpain inh	Cl transport mod	Mdm2 ligase inh	PERK inh
Cc1ccc(/C=N/NC(=O)c2ccccn2)s1	0[fluorescence artefact?]	-11	-0.1	2	0.1	8	0.27	-28	-0.1
COC(=O)c1nn(-c2ccc(F)cc2)ccc1=O	5	-8	0.4	8	1.5	11	0.83	-5	1.0
CC#CCN(CC#CC)S(=O)(=O)c1ccc(S(=O)(=O)N2CCOCC2)cc1	x	-24	-0.4	0	-0.1	-11	-0.32	-3	-0.8
CCOC(=O)Cc1csc(NC(=O)CSc2nnnn2-c2ccc(F)cc2)n1	-3	5	-0.4	-5	-0.8	14	x	0	-0.3
O=S(=O)(c1ccc2ccccc2c1)N1CCN(S(=O)(=O)N2CCCCC2)CC1	-5	0	0.2	-58	2.2	11	x	x	2.2
O=C(N/N=C/C=C/c1ccccc1[N+](=O)[O-])c1cccnc1	0	1	-0.3	-10	-1.8	24	-0.097	-11	-0.8
CN(C)/C=N/c1sc2c(c1C#N)CCC2	-4	6	1.6	-7	-0.6	5	x	-3	0.9
c1ccc2c(NCC3CCCO3)nc(N3CCOCC3)nc2c1 (centres undefined)	5	-1	-0.7	3	1.5	-268	x	11	-0.8
O=C(Nc1ccnc(-c2ccncc2)n1)c1ccc(Cl)cc1	2	-12	0.3	-1	1.5	11	0.99	-12	-0.4
CCC(O)(CC)C(=O)N=Nc1c(O)[nH]c2ccccc12	4	4	1.4	-24	-0.9	3	0.23	4	0.7
Cc1ncc(CO)c(/C=N/NC(=O)c2cc(O)c(O)c(O)c2)c1O	5	-19	1.2	6	-0.1	-98	-1.7	10	-0.3
C(=N\N1CCN(C2c3ccccc3-c3ccccc32)CC1)/c1ccccn1	4	-9	0.1	-7	-1.9	6	0.85	-8	0.2
COC(CN1C(=O)C(O)=C(C(C)=O)C1c1ccccn1)OC (centres undefined)	1	-9	-0.3	-2	-0.9	10	x	-4	-0.1
C=CCOc1c(Br)cc(/C=N/NC(N)=O)cc1OC	-1[fluorescence artefact?]	3	0.6	x	-2.7	17	-0.46	-9	-0.1
CCOC(=O)CSc1nnc(CSc2nc3sc4c(c3c(=O)[nH]2)CCC4)n1C	0	6	4.8	7	2.7	-32	0.053	-23	0.5
O=C(Nc1ccc2c(c1)OCO2)C1CCCCN1S(=O)(=O)c1ccc(F)cc1 (centres undefined)	-10	1	-0.2	1	-2.8	25	0.052	-4	0.3
Cc1nn2c(-c3ccccc3)nnc2c2ccccc12	9	-15	0.3	0	-5.4	-13	-1.8	2	0.2
CCOc1ccc(CC(=O)Nc2ccc(NC(=O)c3ccco3)cc2)cc1OCC	-3	8	36	20	1.3	-37	0.34	2	0.4
CN1CCCN(C(=O)/C=C/c2ccc(F)cc2)CC1	-4[fluorescence artefact?]	-19	1.1	-2	2.5	-15	-0.15	-2	1.2
O=C(NC(=O)c1cccc(F)c1)Nc1nc(-c2ccc(F)cc2)cc(C(F)(F)F)n1	-1	-22	2.4	-3	0.9	-1	0.93	-5	-0.2

Filtered by structure, the compounds so far with two or more sulfur atoms (seven)
SMILES	eIF4E-4G inh	EBV gp42 block	zVAD death inh	Rad51 HR inh	TNF necrop inh	m-calpain inh	Cl transport mod	Mdm2 ligase inh	PERK inh
COc1cccc(NC(=S)N(CCN(C)C)Cc2cccs2)c1	-1	-13	-0.1	0	1.5	15	0.8	0	0.4
CC(=O)Nc1nnc(SCc2cccc(F)c2)s1	0	-19	-0.1	x	4.3	14	-0.066	-1	0.2
CCOc1ccccc1NC(=S)N1CCN(c2nc(-c3cccc(OC)c3)cs2)CC1	-3	-9	1.8	1	1.8	17	-0.76	-4	-0.8
CC#CCN(CC#CC)S(=O)(=O)c1ccc(S(=O)(=O)N2CCOCC2)cc1	x	-24	-0.4	0	-0.1	-11	-0.32	-3	-0.8
CCOC(=O)Cc1csc(NC(=O)CSc2nnnn2-c2ccc(F)cc2)n1	-3	5	-0.4	-5	-0.8	14	x	0	-0.3
O=S(=O)(c1ccc2ccccc2c1)N1CCN(S(=O)(=O)N2CCCCC2)CC1	-5	0	0.2	-58	2.2	11	x	x	2.2
CCOC(=O)CSc1nnc(CSc2nc3sc4c(c3c(=O)[nH]2)CCC4)n1C	0	6	4.8	7	2.7	-32	0.053	-23	0.5
